# Bioassay records as filed in PubChem BioAssay.
# NTR1 agonist: agonists of NTR1, primary screen, imaging, U2OS cells, beta-arrestin-GFP, high content (AID 493036); P30989; NTR1-U2OS beta-arrestin-GFP spot imaging, agonist mode; activation, % at 20 µM; hit rate 0.17% among 330,000;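 active means activation at or above 40% of the spot to cytoplasm intensity ratio, with at least 20 cells analyzed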;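 further: 0% = DMSO without peptide and 100% = 100 nM NTR1 peptide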
# Target sequence (P30989 whole entry, looked up): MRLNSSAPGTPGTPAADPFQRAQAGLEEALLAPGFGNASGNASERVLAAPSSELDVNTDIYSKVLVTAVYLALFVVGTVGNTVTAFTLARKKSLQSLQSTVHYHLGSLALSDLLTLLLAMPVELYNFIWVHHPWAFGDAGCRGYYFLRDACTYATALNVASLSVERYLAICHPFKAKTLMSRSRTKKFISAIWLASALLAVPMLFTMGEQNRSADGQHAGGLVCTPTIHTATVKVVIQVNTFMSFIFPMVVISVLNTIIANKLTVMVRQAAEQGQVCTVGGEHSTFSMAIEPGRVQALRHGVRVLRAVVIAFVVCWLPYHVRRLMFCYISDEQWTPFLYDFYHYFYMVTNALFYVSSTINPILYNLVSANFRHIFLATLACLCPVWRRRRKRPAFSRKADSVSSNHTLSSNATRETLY
# Rac1 GTP hydrolysis: MgcRacGAP GTPase-activating activity inhibitors, confirmation, biochemical, ADP Hunter fluorescence | MgcRacGAP-stimulated Rac1 GTP hydrolysis, ADP Hunter fluorescence; higher % means a stronger effect; GST-tagged Rac1 F28L mutant substrate | inhibition, % at 30 µM; hits with a dose series show IC50 in µM | hit rate 0.6% among 340,000 | AID 624330;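 active means first-screen hits whose inhibition reached a set limit at any dose in the follow-up dose series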;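 further: fluorescence reports GDP produced by GAP-driven GTP hydrolysis; strong numbers were not always called active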
# NTR1 agonist cell count 20 µM: recorded beside NTR1 agonist, whose call it bears; cell count; measured here: cell count, cytotoxicity flag
# The depositor's hits bear a star; / = no result given.
1) O=c1c2ccccc2nc(/C=C/c2ccc(Br)cc2)n1CCO
2) COc1ccc(C2=CC3=CC(=O)C(C)(O)C(=O)C3=CO2)cc1 (stereo not given)
3) CCCCC1=CC2=CC(=O)C(C)(OC(=O)c3ccco3)C(=O)C2=CO1 (stereo not given)
4) CC(C)=CCc1c(O)cc(O)c2c(=O)c3c(CC=C(C)C)c(O)ccc3oc12
5) CS(=O)(=O)N(CC(=O)N1CCc2ccccc2C1)c1ccccc1F
6) COc1ccc(-c2oc3ccc(-c4cc(OC)c(OC)c(OC)c4)cc3c2-c2ccc(OC)cc2)cc1
Compound	1	2	3	4	5	6
Rac1 GTP hydrolysis	/	/	/	/	/	/
NTR1 agonist	1.9	1.0	0.9	14	-0.3	2.7
NTR1 agonist cell count 20 µM	49	82	62	86	49	70

7) O=[N+]([O-])c1ccc(-c2cn3c(n2)SCC3)cc1
8) CN(CCO)c1ccc(C=NNc2ccc([N+](=O)[O-])cc2S(=O)(=O)Nc2ccccc2C(=O)O)cc1
9) CCOC(=O)c1ccc(NC(=S)Nc2ccccc2N)cc1
10) CC(=O)C12CC(C)=C(C)CC1CC1C3CCC4=CC(=O)CCC4(C)C3CCC12C (stereo not given)
11) Cc1cccn(Cc2c(Cl)cccc2Cl)c1=O
12) COc1ccc(-c2cc(C(=O)N/N=C/c3cc(OC)c(OC)cc3OC)c3ccccc3n2)cc1
Compound	7	8	9	10	11	12
Rac1 GTP hydrolysis	/	/	/	/	/	/
NTR1 agonist	1.0	-0.9	-2.7	10	-1.0	0.2
NTR1 agonist cell count 20 µM	52	61	79	42	55	50

13) O=C(NN1CCOCC1)c1cccc(Br)c1
14) CCCc1c(O)nc(SC2CC(=O)N(c3ccc(C)c(Cl)c3)C2=O)[nH]c1=O (stereo not given)
15) CN(C)C(=O)c1cccc(-c2csc(N3CCC(C(N)=O)CC3)n2)c1
16) CC(CCc1ccccc1)NC(=O)CCC1CCCC1 (stereo not given)
17) C#CCOCCOCCOCCNc1nc(N2CCN(C(=O)CCCCCCCCCCNC(=O)[C@H](CCCN=C(N)N)n3cc(C[C@@H](C)CC)nn3)CC2)nc(N2CCN(C(=O)CCCCCCCCCCNC(=O)[C@@H]([C@H](C)CC)n3cc(CCCCCN)nn3)CC2)n1
18) COc1ccc(NCC(=O)NN=C2CCS(=O)(=O)c3ccc(F)cc32)cc1
Compound	13	14	15	16	17	18
Rac1 GTP hydrolysis	/	/	/	/	/	/
NTR1 agonist	1.0	-0.3	-1.4	0.4	14	1.7
NTR1 agonist cell count 20 µM	41	66	65	61	78	52

19) O=C(OCCN1CCOCC1)C1(c2ccccc2)CCCCC1
20) O=C1c2ccccc2S(=O)(=O)c2cc(N3CCN(C(=O)c4ccccc4)CC3)ccc21
21) O=C(C[n+]1ccccc1)Nc1ccccc1
22) O=CN1c2ccccc2CSc2ccccc21
23) NC(=O)C1CCN(c2nc(-c3ccccc3Br)cs2)CC1
24) CS(=O)(=O)NCc1ccccc1Br
Compound	19	20	21	22	23	24
Rac1 GTP hydrolysis	/	/	/	/	/	/
NTR1 agonist	-1.3	15	-0.6	-1.2	3.5	1.8
NTR1 agonist cell count 20 µM	53	85	69	66	56	53

# Molecules listed so far containing a Cl atom:
11) Cc1cccn(Cc2c(Cl)cccc2Cl)c1=O
14) CCCc1c(O)nc(SC2CC(=O)N(c3ccc(C)c(Cl)c3)C2=O)[nH]c1=O (stereo not given)
Compound	11	14
Rac1 GTP hydrolysis	/	/
NTR1 agonist	-1.0	-0.3
NTR1 agonist cell count 20 µM	55	66

# The list continues.
25) O=C(Nc1cc(Cl)ncn1)c1ccccc1
26) C[C@H](CO)N1C[C@H](C)[C@H](CN(C)C(=O)OCc2ccccc2)OCc2cnnn2CCCC1=O
27) CC(C)CN(C(=O)COC(=O)c1cccs1)c1c(N)n(Cc2ccccc2)c(=O)[nH]c1=O
28) CCCCCCNC(=O)OC12CN(C(=O)OC(C)C)N(C(=O)OC(C)C)CC1(O)CN(S(=O)(=O)c1ccc(C)cc1)C2 (stereo not given)
29) CCOC(=O)C1C(C(=O)OCC)C(C)(C)C1N(C)C (stereo not given)
30) C[C@H](CO)N1C[C@H](C)[C@@H](CN(C)Cc2cncnc2)Oc2cc(Br)ccc2S1(=O)=O
Compound	25	26	27	28	29	30
Rac1 GTP hydrolysis	/	15%	4%	14%	7%	8%
NTR1 agonist	-0.1	/	/	/	/	/
NTR1 agonist cell count 20 µM	35	/	/	/	/	/

31) C[C@H]1CN([C@@H](C)CO)C(=O)CCCn2nncc2CO[C@H]1CN(C)C(=O)Nc1ccc(N2CCCCC2)cc1
32) COc1ccc(C(=O)OCC(=O)N2CCN(C(=O)c3ccco3)CC2)c(OC)c1OC
33) C[C@H](CO)N1C[C@H](C)[C@@H](CN(C)C(=O)C2CCCCC2)OCc2cnnn2CCCC1=O
34) O=C(c1cccs1)N1C[C@@H](n2cc(-c3ccc(F)cc3)nn2)[C@H](O)C[C@@H]1c1ccc(Cl)cc1
35) O=C(/C=C/c1ccc2c(c1)OCO2)NCCS(=O)(=O)N1CCN(c2ccccc2)CC1
36) C[C@@H]1CN([C@H](C)CO)C(=O)CCCn2nncc2CO[C@H]1CN(C)C(=O)Cc1ccccc1
Compound	31	32	33	34	35	36
Rac1 GTP hydrolysis	5%	11%	9%	13%	-3%	5%
NTR1 agonist	/	/	/	/	/	/
NTR1 agonist cell count 20 µM	/	/	/	/	/	/

# Some of the entries above, set out differently.
# Under each structure – Rac1 GTP hydrolysis | NTR1 agonist | NTR1 agonist cell count 20 µM
34: O=C(c1cccs1)N1C[C@@H](n2cc(-c3ccc(F)cc3)nn2)[C@H](O)C[C@@H]1c1ccc(Cl)cc1
→ 13% | / | /
36: C[C@@H]1CN([C@H](C)CO)C(=O)CCCn2nncc2CO[C@H]1CN(C)C(=O)Cc1ccccc1
→ 5% | / | /
31: C[C@H]1CN([C@@H](C)CO)C(=O)CCCn2nncc2CO[C@H]1CN(C)C(=O)Nc1ccc(N2CCCCC2)cc1
→ 5% | / | /
32: COc1ccc(C(=O)OCC(=O)N2CCN(C(=O)c3ccco3)CC2)c(OC)c1OC
→ 11% | / | /
35: O=C(/C=C/c1ccc2c(c1)OCO2)NCCS(=O)(=O)N1CCN(c2ccccc2)CC1
→ -3% | / | /

# The list continues:
37) COc1cc2nc3n(c(=O)c2cc1OC)-c1cc2ccccc2cc1C(=O)NC3CC(C)C (stereo not given)
38) COc1ccc(Cn2ccnc2SCC(=O)Nc2ccc(F)cc2F)cc1
39) COc1cccc(CN(C)C[C@@H]2OCc3cnnn3CCCC(=O)N([C@H](C)CO)C[C@H]2C)c1
40) CCOC(=O)C1=C(COC(=O)/C=C/c2ccc(F)cc2)NC(=O)NC1C (stereo not given)
41) COCCCN1C(=O)C(CC(=O)NC2CCCCC2)CC(C(=O)N(C)C)=C1C (stereo not given)
42) CN(CCO)C(=O)c1nc[nH]c1C(=O)N1CCN(C(=O)OC(C)(C)C)CC1
Compound	37	38	39	40	41	42
Rac1 GTP hydrolysis	14%	5%	13%	5%	17%	14%
NTR1 agonist	/	/	/	/	/	/
NTR1 agonist cell count 20 µM	/	/	/	/	/	/

43) Cc1cccc(CNC(=O)C2CCC(=O)N(CC3CCCCC3)C2)c1 (stereo not given)
44) C[C@H](CO)N1C[C@H](C)[C@@H](CN(C)S(=O)(=O)c2ccc(Oc3ccccc3)cc2)OCc2cn(nn2)CCCC1=O
45) COc1ccccc1C(=O)NCCCNc1nc2cc(C)cc(C)c2cc1C#N
46) C[C@H](CO)N1C[C@H](C)[C@@H](CN(C)C)OCc2cnnn2CCCC1=O
47) C[C@H](O)CNC(=O)c1[nH]cnc1C(=O)Nc1ccc(CNC(=O)OC(C)(C)C)cc1
48) COc1ccccc1S(=O)(=O)N(C)C[C@H]1OCc2cnnn2CCCC(=O)N([C@@H](C)CO)C[C@@H]1C
Compound	43	44	45	46	47	48
Rac1 GTP hydrolysis	15%	4%	12%	7%	14%	16%
NTR1 agonist	/	/	/	/	/	/
NTR1 agonist cell count 20 µM	/	/	/	/	/	/

49) C=Cc1cnc([N+](=O)[O-])n1C
50) N#CCCN(C(=O)COC(=O)c1ccc(Cl)nc1)c1ccc2c(c1)OCCO2
51) COc1ccc2oc(C(=O)OCC(=O)Nc3ccc(C)c(S(=O)(=O)N4CCOCC4)c3)c(C)c2c1
52) CC(C)NC(=O)Nc1ccc2c(c1)C(=O)N([C@@H](C)CO)C[C@H](C)[C@H](CN(C)S(=O)(=O)c1ccccc1)OCCCC[C@H](C)O2
53) CCOc1ccc(NC(=O)CN2CCN(c3ccc(F)cc3)CC2)cc1S(=O)(=O)N1CCCC1
54) O=C(COC(=O)/C=C/c1ccc2ccccc2n1)NNC(=O)c1ccccc1
Compound	49	50	51	52	53	54
Rac1 GTP hydrolysis	9%	8%	6%	16%	11%	7%
NTR1 agonist	/	/	/	/	/	/
NTR1 agonist cell count 20 µM	/	/	/	/	/	/

55) C[C@H](O)[C@@H]1CN2CCc3c([nH]c4ccccc34)[C@@H]2C[C@@H]1N(C)Cc1cc(Cl)cc(Cl)c1
56) O=C(COc1ccc(S(=O)(=O)N2CCOCC2)cc1Cl)NCc1ccc2c(c1)OCO2
57) O=C(c1ccc2ccccc2c1)c1cccc(F)c1C(=O)O
58) c1ccc(N=C2SCCCS2)cc1
59) O=C(NCCc1ccc(Cl)cc1)c1cc(S(=O)(=O)N2CCCC2)ccc1F
60) N#CCCN(C(=S)Nc1ccc(Cl)c(Cl)c1)C1CCCCC1
Compound	55	56	57	58	59	60
Rac1 GTP hydrolysis	11%	15%	7%	0%	7%	-2%
NTR1 agonist	/	/	/	/	/	/
NTR1 agonist cell count 20 µM	/	/	/	/	/	/

61) CCCCn1c(N)c(N(CCC(C)C)C(=O)c2c(CC)noc2C)c(=O)[nH]c1=O
62) O=C(COC(=O)COc1ccc(Br)cc1)NC1CCS(=O)(=O)C1 (stereo not given)
63) COCCN(C(=O)COC(=O)c1ccc2ccccc2c1)c1c(N)n(Cc2ccccc2)c(=O)[nH]c1=O
64) CC(=O)Nc1ccc(S(=O)(=O)c2ccnc3cc(Cl)ccc23)cc1
65) CCCCCCn1c(=O)n2n(c1=O)C[C@]1(OC(=O)Nc3cccs3)CN(S(=O)(=O)c3ccc(C)cc3)C[C@]1(O)C2
66) C[C@H](CO)N1C[C@H](C)[C@@H](CN(C)C(=O)CN2CCOCC2)Oc2ncc(-c3cncnc3)cc2C1=O
Compound	61	62	63	64	65	66
Rac1 GTP hydrolysis	7%	4%	10%	8%	15%	12%
NTR1 agonist	/	/	/	/	/	/
NTR1 agonist cell count 20 µM	/	/	/	/	/	/

67) O=C1NC(Cc2ccccc2)c2nc3ccccc3c(=O)n2-c2cc3ccccc3cc21 (stereo not given)
68) O=S(=O)(N=C1C=CC(=NS(=O)(=O)c2ccccc2)c2ccccc21)c1ccccc1
69) CCC(CC)c1nnc(NC(=O)CSCc2c(C)noc2C)s1
70) O=C(NCc1nnnn1-c1ccc(Cl)cc1)C(=O)c1c[nH]c2ccccc12
71) Cc1nc(SCC(=O)NC2CCCC2)c2oc3ccccc3c2n1
72) CN(N=Cc1ccc([N+](=O)[O-])cc1)c1ccccn1
Compound	67	68	69	70	71	72
Rac1 GTP hydrolysis	6%	11%	2%	14%	16%	5%
NTR1 agonist	/	/	/	/	/	/
NTR1 agonist cell count 20 µM	/	/	/	/	/	/

73) COc1ncnc2c1ncn2CCCN1CCN(Cc2cccc3ccccc23)CC1
74) COc1ccc(NC(=O)N(C)C[C@H]2Oc3ncc(Br)cc3C(=O)N([C@H](C)CO)C[C@@H]2C)cc1
75) COc1ccc(C(=O)CC(C(=O)O)c2ccc(OC)c(OC)c2)cc1OC (stereo not given)
76) CN(C)C(CNC(=O)c1sc2ccccc2c1Cl)c1ccco1 (stereo not given)
77) O=[N+]([O-])c1ccc(-c2nc(Cl)c3c(n2)CCCC3)o1
78) Cc1ccc(S(=O)(=O)N(C)C[C@H]2Oc3ncc(Br)cc3C(=O)N([C@H](C)CO)C[C@@H]2C)cc1
Compound	73	74	75	76	77	78
Rac1 GTP hydrolysis	12%	8%	9%	13%	9%	10%
NTR1 agonist	/	/	/	/	/	/
NTR1 agonist cell count 20 µM	/	/	/	/	/	/

79) CNC(=O)C[C@@H]1C(=O)N(c2ccc(Br)cc2)CC1(C)C
80) Cc1ccc([C@H]2C[C@H](O)[C@@H](n3cc(COC(=O)c4ccccc4)nn3)CN2C(=O)C2CCCCC2)cc1
81) C[C@@H]1CCCCO[C@@H](CN(C)C(=O)Nc2ccccc2)[C@@H](C)CN([C@H](C)CO)C(=O)c2cc(N(C)C)ccc2O1
82) C[C@H]1CCCCO[C@H](CN(C)Cc2ccccc2)[C@@H](C)CN([C@@H](C)CO)C(=O)c2cc(NC(=O)CCC(F)(F)F)ccc2O1
83) O=C(C[C@@H]1C[C@@H]2c3cc(NS(=O)(=O)c4ccc(F)cc4)ccc3O[C@@H]2[C@H](CO)O1)N1CCc2ccccc2C1
84) CC(Oc1ccc(Br)cc1)C(=O)N(Cc1ccccc1)c1c(N)n(Cc2ccccc2)c(=O)[nH]c1=O (stereo not given)
85) COc1ccc(NC(=O)C[C@H]2C(=O)N(c3ccccc3)C[C@@H]2Cc2ccccc2)cc1
86) O=C(N/C=C/n1cnc2cc(C(F)(F)F)ccc21)c1ccc(F)cc1
Compound	79	80	81	82	83	84	85	86
Rac1 GTP hydrolysis	9%	16%	19%	14%	18%	1%	16%	13%
NTR1 agonist	/	/	/	/	/	/	/	/
NTR1 agonist cell count 20 µM	/	/	/	/	/	/	/	/

# A portion of the library. The share of hits here may be higher or lower than overall.
